Screens as filed in PubChem BioAssay.
ERG Ets-DNA blk = blocks human ERG Ets domain binding to DNA | 370,000 compounds, 0.028% hits | P11308 | fluorescence polarization, His-ERG Ets domain / labelled DNA | AID 624246 | Potency, µM (titrated, usually from 76.9 µM), without a hit: top-dose FP activity, negative = inhibition, hits mostly inhibitors; active means well fitted inhibition curve with a large enough effect in the polarisation, with a control signal flat; inconclusive means small, poorly fitted or top-dose-only effect, or effect the other way, or a change in a side signal; inactive means no such curve, though single readings can be large or run the other way; the % refers to the polarisation;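 further: polarization taken with two DNA probes labelled with fluorescein and Texas red; potency means the concentration at half of the fitted maximal effect; % of control where 0% means no effect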
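His-tagged ERG Ets domain (1 uM in the protein solution; 300mM KCl, 50mM Tris-HCl, 1mM EDTA, 1mM DTT, pH 7.5) received compound, then a probe mix of 5 nM fluorescein-DNA and 100nM Texas-615-DNA. Fluorescence polarization was read for both dyes.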
Tb PGK inh = T. brucei PGK inhibition. PGK/GAPDH coupled, Kinase-Glo luminescence, 60 min. AID 602233. Potency, µM (titrated, usually from 57.5 µM), inactives show top-dose activity change, negative = inhibition, hits mostly inhibitors. 380,000 compounds, 0.043% hits; further: potency means the concentration at half of the fitted maximal effect; on the % scale 0 is the no-effect control and ±100 the full control effect; nearly all actives have a fitted effect of over 60% in size
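Luminescent ATP detection (Kinase-Glo Plus) follows a 60-minute room-temperature incubation, with wells lacking PGK as controls. Buffer: 100 mM TEA (pH 7.6), 5 mM MgCl2, 0.01% Tween-20. Coupling enzyme GAPDH (100 nM final) supplies unstable 1,3-BPG in-well.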
JMJD2A Tudor inh = blocks the human JMJD2A Tudor domain. AlphaScreen JMJD2A-Tudor / H3K4me3 peptide binding. Potency, µM (series often up to 114 µM), for the others: at the top dose activity change, negative = inhibition, hits mostly inhibitors. 390,000 compounds, 4.4% hits. AID 504339; further: potency means the concentration at half of the fitted maximal effect; on the % scale 0 is the no-effect control and ±100 the full control effect; nearly all actives have a fitted effect of over 50% in size
GLS inh = inhibitors of human glutaminase (GLS); GLS enzymatic activity, qHTS titration; Potency, µM (doses to about 45.5 µM), for inactives: at the top dose activity change, negative = inhibition, usual class: inhibitors; 410,000 compounds, 0.21% hits; AID 624170; further: potency means the concentration at half of the fitted maximal effect; on the % scale 0 is the no-effect control and ±100 the full control effect
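hKGA; 45 mM KH2PO4 pH 8.2 + 0.02% Tween-20; cpd via pin tool; 1 mM Gln soln; GluOx/HRP/Amplex Red; RT 30 min; fluor. t0 & final.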
HP1b binding inh = HP1-beta chromodomain-methylated histone interaction inhibition; P83916; 390,000 compounds, 0.56% hits; AlphaScreen HP1-beta / biotin-H3K9me3 peptide binding; Potency, µM (top dose mostly 114 µM), for inactives: top-dose activity change, negative = inhibition, actives largely listed as inhibitors; further: potency means the concentration at half of the fitted maximal effect; nearly all actives have a fitted effect of over 70% in size; inactives centre near 23
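AlphaScreen: HP1-beta (50 nM) preformed 30 min with biotin-H3(1-18)K9me3 peptide (50 nM) in PBS pH 7.4, 0.01% Tween-20. Compound added for 30 min at RT, then streptavidin donor/nickel chelate acceptor beads (10 ug/mL) for 30 min.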
G9a inh = inhibitors of human histone lysine methyltransferase G9a | Potency, µM (top dose mostly 102 µM), for inactives: at the highest dose activity, negative = inhibition, usual class: inhibitors | 350,000 compounds, 8.8% hits | AID 504332 | G9a H3K9 monomethylation, AlphaScreen, 2 h | Q96KQ7; further: potency means the concentration at half of the fitted maximal effect; on the % scale 0 is the no-effect control and ±100 the full control effect; nearly all actives have a fitted effect of over 75% in size
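Signal arises when biotinylated H3K9 peptide, once monomethylated, bridges streptavidin donor and antibody-captured acceptor beads. Enzyme at 20 nM was preincubated 15 min with test compounds; peptide 500 nM and SAM 20 uM then reacted for 2 h.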
PI4K2A inh = blocks human PI4K2A kinase activity; Q9BTU6; purified PI4K2A, ADP-Glo luminescence, 1 h; hits give low values; activity change, negative = inhibition, % at 76.9 µM; 420,000 compounds, 0.13% hits; AID 1346378; in the data active means activity change below about -50%; inconclusive means mostly about -30% to -49%;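 further: -100% = wells without enzyme as full effect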
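PI4K2A activity was measured by ADP-Glo luminescence: enzyme (4 ug/mL stock) and phosphatidylinositol (1.2 mM stock) in Tris pH 7.5/MgCl2/EGTA/Triton X-100 buffer were reacted with ATP (300 microM stock) for one hour at ambient temperature.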
BAZ2B inh = inhibitors of human BAZ2B bromodomain | AlphaScreen BAZ2B-H3K14Ac peptide displacement | Q9UIF8 | AID 504333 | 360,000 compounds, 4.4% hits | Potency, µM (highest dose often 114 µM), without a hit: at the top dose activity change, negative = inhibition, most hits filed as inhibitors; further: potency means the concentration at half of the fitted maximal effect; on the % scale 0 is the no-effect control and ±100 the full control effect; nearly all actives have a fitted effect of over 60% in size
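Inhibition is scored as reduced AlphaScreen emission. The BAZ2B/b-H3(5-23)K14Ac complex (50 nM each) in PBS pH 7.4, 0.01% Tween-20 meets compound (up to 110 uM) for 30 min at RT before bead addition.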
Pin1 inh = inhibitors of human Pin1. Q13526. AID 504891. Pin1 FP peptide displacement, HiFluor488, 10 min. 390,000 compounds, 0.009% hits. Potency, µM (series often up to 115 µM), inactives show at the top dose activity, negative = inhibition, usual class: inhibitors; active means well fitted inhibition curve with a large enough effect in the polarisation, with a control signal flat, not every such curve was filed as active; inconclusive means small, poorly fitted or top-dose-only effect, or effect the other way, or a change in a side signal; inactive means no such curve, though single readings can be large or run the other way; the % refers to the polarisation; further: potency means the concentration at half of the fitted maximal effect; on the % scale 0 is the no-effect control and ±100 the full control effect
* hit, by the source's call; i = inactive; ? = inconclusive; nt = not tested or not shown; & = joins results of further samples; [ ] = remark or other dose. Unless noted, the call rests on the fitted dose curve; in most records, active means well fitted curve in the direction sought with a large enough effect; inconclusive means small, poorly fitted or top-dose-only effect, or another doubt; inactive means no such curve, though single readings can be large; an effect the other way counts as inactive or inconclusive.

Preview (two entries):
SMILES | ERG Ets-DNA blk | Tb PGK inh | JMJD2A Tudor inh | GLS inh | HP1b binding inh | G9a inh | PI4K2A inh | BAZ2B inh | Pin1 inh
COc1ccc2[nH]c3c(c2c1)CCN1C(=O)N([C@@H](C)C(=O)NC2CCCC2)C(=O)[C@]31C | 9% | -5% | -22% | 3% | 23% | ? | 4 | -35% | -2%
O=S(=O)(c1cccc(Br)c1)N1CCN(c2ncnc3scc(-c4ccccc4)c23)CC1 | -11% | i | -23% | 0% | 22% | nt | -2 | nt | 7%

Results (from the top)
SMILES | ERG Ets-DNA blk | Tb PGK inh | JMJD2A Tudor inh | GLS inh | HP1b binding inh | G9a inh | PI4K2A inh | BAZ2B inh | Pin1 inh
COc1ccc2[nH]c3c(c2c1)CCN1C(=O)N([C@@H](C)C(=O)NC2CCCC2)C(=O)[C@]31C | 9% | -5% | -22% | 3% | 23% | ? | 4 | -35% | -2%
O=S(=O)(c1cccc(Br)c1)N1CCN(c2ncnc3scc(-c4ccccc4)c23)CC1 | -11% | i | -23% | 0% | 22% | nt | -2 | nt | 7%
O=C(NCc1cccnc1)c1ccc(COc2ccccc2Cl)cc1 | -4% | nt | -18% | 2% | 22% | -36% | -4 | -37% | -6%
CC(C)(C)NC(=O)Cn1nc(C(F)(F)F)c2c1CCCC2 | 0% | 2% | 1% | -7% | 24% | 1% | 1 | -10% | 0%
CCOc1ccc(/C=N/NC(=O)c2ccccc2Cl)cc1CN1CC2CC(C1)c1cccc(=O)n1C2 (stereo unspecified) | -7% | -6% | -30% | 14% | -5% | -2%[0.501 µM] | 1 | -21% | 0%
O=C(COC(=O)Cc1ccsc1)NCC12CC3CC(CC(C3)C1)C2 | 5% | 3% | -10% | 1% | 20% | 29% | 3 | 1% | -5%
CCOc1cc(/C=C2\C(=O)N(Cc3ccco3)C(C)=C2C(=O)OC)ccc1O | 6% | 4% | 18µM* | 16% | 20µM* | 8.9µM* | -18 | 50µM* | -14%
CNC(=S)NNC(=O)c1cccn(Cc2ccc(Cl)c(Cl)c2)c1=O | 1% | 1% | -32% | ? | 2% | nt | 7 | -1% | 3%
COC(=O)CCC(=O)Nc1ccccc1C(N)=O | 13% | -2% | -24% | 3% | 18% | 10%[59 µM] | 14 | -3% | 3%
Cc1cccc(C(=O)Nc2ccnc(-c3ccncc3)n2)c1 | -10% | -5% | -12% | 3% | 38%[activator] | 10% | 2 | -5% | -1%
COc1ccc2nccc(/C=C/c3ccnc4ccc(OC)cc34)c2c1 | -12% | 0% | -14% | -11% | 24% | 36%[59 µM] | 3 | -15% | 10%
O=C1CSC(c2ccncc2)N1Cc1ccco1 (stereo unspecified) | 1% | -14% | -17% | -13% | 13% | -34%[59 µM] | 1 | -8% | -13%
CCCc1nc2sc3ccccc3c(=O)c2c(=O)n1Cc1ccccc1 | 6% | -5% | -14% | 4% | 39% | nt | -5 | nt | -6%
CNC(=O)C1CCC(Cn2c(=O)c3sccc3n(CC(=O)N3CCCC3)c2=O)CC1 (stereo unspecified) | -1% | 10% | -10% | 5% | 34% | 27%[59 µM] | 3 | -3% | 2%
CCOc1ccccc1NC(=O)Cn1nnc(C(=O)NCc2ccco2)c1N | 5% | -7% | -15% | 10% | 14% | ? | 1 | -12% | 32%[activator]
COc1ccc(CC(=O)N/N=C/c2cc([N+](=O)[O-])cc(Br)c2O)cc1 | 1% | -2% | ? | 5% | 11% | -17% | 4 | -17% | 2%
CCC(C)c1ccc(C(C)NC(=S)NC2CCCCC2)cc1 (stereo unspecified) | 5% | -5% | -10% | -2% | 37% | nt | 0 | -4% | -3%
CC(=O)Nc1nc2ccc(S(=O)(=O)N3CCCCC3)cc2s1 | 9% | -5% | -17% | 1% | 26% | 21% | -3 | -11% | -6%
CCn1c(COc2ccc(=O)n(-c3ccccc3)n2)nnc1SCc1ccccc1C | 10% | -8% | -5% | -2% | 27% | -7%[59 µM] | 2 | 3% | 1%
CN1CCN(C(=O)c2c(NC(=O)c3ccco3)sc3c2CCC(C(C)(C)C)C3)CC1 (stereo unspecified) | -4% | -9% | -32% | 4% | -3% | ? | -1 | ? | 1%
COc1ccc(C2c3c(ncn(CCN4CCOCC4)c3=N)Oc3ccc4ccccc4c32)cc1OC (stereo unspecified) | 0% | -12% | ? | -2% | 23%&9% | nt | -2 | -38% | 3%&1%
CN1c2ccccc2C2(C)CCCC3=Cc4cc([N+](=O)[O-])cc([N+](=O)[O-])c4OC312 (stereo unspecified) | 1% | -6% | ? | -9% | ? | ? | 0 | ? | 7%
CCSc1nnc(CSc2ncccn2)n1C | -4% | 0% | 10% | -2% | 28% | -37% | 4 | -1% | 1%
Cc1ccc(NC(=O)c2cccc3c2C(=O)N(C2CCCCC2)C3)cc1 | 3% | -8% | -12% | -1% | 16% | 20% | 8 | -6% | 1%
COc1cccc(CNC(=O)COc2ccc(C(=O)c3ccccc3)cc2)c1 | 3% | i | -11% | -2% | 14% | 19% | 177 | 4% | -3%
CCC(C)(C)n1nnnc1C(c1ccccc1OC)N1CCSCC1 (stereo unspecified) | nt | 7% | -18% | 4% | 12% | -8%[59 µM] | 2 | -1% | -2%
Oc1ccc(N2CCN(C(c3ccccn3)c3nnnn3C3CCCC3)CC2)cc1 (stereo unspecified) | nt | nt | 25µM* | 49%[activator] | ? | 1.8µM* | 3 | -11% | 6%
COc1cc(C)c(/C=C/C(C)=C/C=C/C(C)=C/C(=O)O)c(C)c1C | -14% | -11% | 56µM* | -20%&-3% | 10% | ? | -2 | nt | nt
O=C(O)c1csc(-n2nc(-c3ccccc3)cc2C(F)(F)F)n1 | 4% | -2% | -7% | -2% | 2% | nt | -8 | ? | 1%
CCC(C)c1ccccc1NC(=O)COc1ccc(-c2nnco2)cc1 (stereo unspecified) | -2% | -10% | -13% | 2% | 33% | -31% | -16 | -3% | -4%
COc1ccc(-c2noc(-c3ccc(NC(C)c4ccccc4)c([N+](=O)[O-])c3)n2)cc1OC (stereo unspecified) | -4% | -15% | -31% | 4% | 25% | ? | -3 | -26% | 57%[activator]
COc1cc(/C=C/C(=O)OCC(=O)NCC2CCCO2)ccc1OCC#N (stereo unspecified) | 1% | -8% | -9% | -4% | 47%[activator] | 2%[59 µM] | 6 | 3% | 7%
CCCCn1nnnc1SCC(=O)Nc1sc2c(c1C#N)CCCC2 | 1% | -2% | -12% | -5% | 22% | ? | -4 | 7% | 21%
Cc1ccnc(Sc2ccc([N+](=O)[O-])cn2)n1 | -7% | -1% | -17% | -6% | 25% | 0% | 9 | -21% | 0%
CC(/C=C1\SC(=S)N(CCCC(=O)Nc2ccc(C(=O)O)c(O)c2)C1=O)=C\c1ccccc1 | -1% | -5% | 40µM* | 30% | ? | ? | -3 | ? | 54µM*
COc1cc([N+](=O)[O-])cc(/C=N/NC(=O)c2ccc(NC(=O)c3ccc(C)cc3)cc2)c1O | -2% | 2% | 0%[57.1 µM] | 0% | 36% | 24% | -1 | 12% | 0%
Cc1ccc(C)c(OCCCC(=O)O)c1 | -3% | -8% | 2% | 2% | 75%[activator] | -5%[59 µM] | 0 | 7% | 5%
CCNc1nc(NCC)nc(OCCOC(=O)c2ccccc2)n1 | 1% | 0% | -17% | -6% | 11% | 8% | 4 | 9% | -8%
CCCn1c(SCC(=O)Nc2ccc3c(c2)OCCO3)nnc1-c1ccco1 | 5% | -10% | -36% | -9% | -9% | ? | 0 | -9% | -7%
Cc1ccc(Nc2oc(C)nc2C#N)cc1 | nt | 5% | -15% | 15% | 13% | -6% | 0 | -5% | -1%
Cc1cc(C)c2[nH]c(=O)c(CN(Cc3ccco3)C(=O)C3CCCO3)cc2c1 (stereo unspecified) | 2% | -20% | -10% | 0% | 34% | ? | 2 | nt | -6%
O=C(Nc1ccc2c(c1)CCC2)Nc1ccc(F)cc1F | 3% | 1% | -16% | -3% | 23% | nt | -3 | 2% | -5%
O=C(NC1CCCCC1)N1CCC(c2nc3ccccc3[nH]2)CC1 | -3% | -8% | -11% | -3% | 29% | -5%[2.33 µM] | 1 | -12% | -8%
COc1ccc(-n2c(NNC(C)=O)nc3sc4c(c3c2=O)CCCC4)cc1 | -9% | i | -22% | 0% | 5% | nt | 1 | -36% | -3%
CC(C)Nc1cc(C(C)(C)C)nc2c(-c3ccccc3)cnn12 | 6% | -10% | 120%[activator] | 67%[activator] | 146%[activator] | 245%[activator] | 3 | 55%[activator] | -3%
CC1Cc2ccccc2N1C(=O)COC(=O)C1(c2ccccc2F)CCCC1 (stereo unspecified) | -2% | -4% | 6% | -2% | 57%[activator] | 73%[activator][59 µM] | 3 | -5% | 13%
CCc1ccc(CN2CCC(n3nccc3NC(=O)c3ccccc3Cl)CC2)cc1 | 4% | -10% | -20% | -10% | 18% | 7% | 2 | -15% | -1%
COc1cc(C(=O)NC23CC4CC(CC(C4)C2)C3)cc(OC)c1OC | 5% | i | -14% | -6% | 54%[activator] | 36% | -6 | -1% | 1%
COc1ccc(NC(=O)CN(C)C(=O)Cn2cnc3c2c(=O)n(C)c(=O)n3C)cc1 | 4% | 4% | -10% | -5% | 20% | 21%[2.33 µM] | -13 | 12% | -3%
Cc1nc2ccccc2n1C(=O)N(C)C | -9% | 14% | -7% | 4% | 12% | 17%[12.7 µM] | 5 | -10% | 3%
